Vif-A3G inh – inhibitors of Vif-APOBEC3G interaction; Q9HC16; HeLa A3G-eYFP + Vif (tagged APOBEC3G with the HIV-1 protein that degrades it), YFP fluorescence, overnight; Potency, µM (top dose mostly 46.1 µM), for inactives: top-dose activity, negative = active, actives largely listed as inhibitors; 410,000 compounds, 0.076% hits;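 note: % is set by controls: 0 for no effect and ±100 for the full control effect; nearly all actives have a fitted effect of over 60% in size; hits raise eYFP signal because A3G escapes Vif-driven loss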
Target sequence (Q9HC16 whole entry, looked up): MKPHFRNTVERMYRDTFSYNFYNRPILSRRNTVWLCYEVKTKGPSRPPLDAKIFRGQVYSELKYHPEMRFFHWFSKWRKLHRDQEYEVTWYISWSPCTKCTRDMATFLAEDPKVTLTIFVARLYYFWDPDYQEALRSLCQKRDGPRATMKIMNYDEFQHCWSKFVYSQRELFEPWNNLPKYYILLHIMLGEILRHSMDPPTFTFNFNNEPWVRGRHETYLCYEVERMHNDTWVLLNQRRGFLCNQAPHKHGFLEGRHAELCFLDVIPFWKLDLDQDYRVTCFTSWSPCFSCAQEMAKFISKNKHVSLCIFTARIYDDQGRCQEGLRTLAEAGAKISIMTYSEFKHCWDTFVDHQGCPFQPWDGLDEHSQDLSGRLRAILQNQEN
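Read-out is eYFP fluorescence (Ex 488/Em 500-530) from Vif-expressing HeLa A3G-eYFP cells; more signal means A3G escaped Vif-mediated degradation. Cells plated overnight, compound pinned in, incubated overnight at 37 deg C.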
12-LOX inh – inhibitors of human 12S-lipoxygenase ALOX12 | P18054 | purified 12hLO, xylenol orange hydroperoxide absorbance | Potency, µM (top dose mostly 108 µM), for the others: at the top dose activity change, negative = inhibition, usual class: inhibitors | 580,000 compounds, 1.1% hits | AID 1671190; note: % is set by controls: 0 for no effect and ±100 for the full control effect
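Purified human 12hLO (150 nM final) in 25 mM Hepes, 0.01% Triton X-100, pH 7.0 was preincubated 15 min at room temperature with compound. Then 40 uM arachidonic acid was added, 30 min. Hydroperoxide was read by Fe-XO absorbance ratio 573/405 nm.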
TrxR1 inh – inhibitors of rat thioredoxin reductase 1 | O89049 | AID 588453 | recombinant rTrxR1, NADPH fluorescence consumption, selenite substrate | 390,000 compounds, 1% hits | Potency, µM (series often up to 114 µM), for inactives: at the top dose activity change, negative = inhibition, most hits filed as inhibitors; note: % is set by controls: 0 for no effect and ±100 for the full control effect; nearly all actives have a fitted effect of over 65% in size
Target sequence (O89049 whole entry, looked up): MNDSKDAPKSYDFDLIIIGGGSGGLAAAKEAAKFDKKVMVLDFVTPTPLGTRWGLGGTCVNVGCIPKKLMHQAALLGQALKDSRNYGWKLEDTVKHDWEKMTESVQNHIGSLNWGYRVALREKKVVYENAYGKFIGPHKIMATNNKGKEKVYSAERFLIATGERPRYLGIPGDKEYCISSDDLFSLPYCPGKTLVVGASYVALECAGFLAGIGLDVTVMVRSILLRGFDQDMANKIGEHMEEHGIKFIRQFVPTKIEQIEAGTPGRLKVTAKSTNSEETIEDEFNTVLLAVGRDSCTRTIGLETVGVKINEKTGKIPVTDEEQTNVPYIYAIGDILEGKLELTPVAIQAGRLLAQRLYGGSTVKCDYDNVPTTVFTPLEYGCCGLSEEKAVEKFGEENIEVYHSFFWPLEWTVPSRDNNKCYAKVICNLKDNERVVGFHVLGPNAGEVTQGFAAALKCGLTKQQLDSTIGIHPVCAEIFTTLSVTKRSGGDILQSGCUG
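Rat TrxR1 (90 nM in the dispensed reagent) was pre-reduced with 400 uM NADPH for 5 min at room temperature, then incubated with compound for 15 min. After 400 uM selenite was added, NADPH fluorescence (Ex 340/Em 450 nm) was followed for 8 min.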
mIDH1 inhibitor – inhibitors of human mutant IDH1 R132H. IDH1-R132H enzyme, NADPH consumption, diaphorase/resazurin fluorescence. 390,000 compounds, 0.093% hits. Potency, µM (doses to about 76.6 µM), without a hit: top-dose activity change, negative = inhibition, actives largely listed as inhibitors; note: % is set by controls: 0 for no effect and ±100 for the full control effect; nearly all actives have a fitted effect of over 65% in size
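IDH1-R132H (0.5 ug/mL dispensed) in pH 7.5 Tris buffer was preincubated 30 min with compound, then given a substrate mix of 0.016 mM NADPH and 2 mM alpha-KG for 80 min at room temperature; remaining NADPH was read by diaphorase/resazurin fluorescence.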
USP1-UAF1 inh – USP1/UAF1 (human) deubiquitinase inhibition; O94782; recombinant USP1/UAF1, Ub-Rhodamine cleavage fluorescence; Potency, µM (top dose mostly 57.1 µM), for inactives: at the top dose activity change, negative = inhibition, usual class: inhibitors; 390,000 compounds, 0.23% hits; AID 743255; note: % is set by controls: 0 for no effect and ±100 for the full control effect; nearly all actives have a fitted effect of over 60% in size; inactives centre near -12
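In this screen, compounds sit with the deubiquitinase complex (1nM) for 15 min at room temperature before Ub-Rho is added at 150nM final. Fluorescence rise is then followed for 6 reads every 60 seconds.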
TrxR1 substrate – rat thioredoxin reductase 1 substrate activity. purified TrxR1 substrate turnover, NADPH consumption readout. Potency, µM (doses to about 114 µM), without a hit: top-dose activity change, negative = substrate turnover. 390,000 compounds, 0.01% hits. AID 588456; note: % is set by controls: 0 for no effect and ±100 for the full control effect; nearly all actives have a fitted effect of over 50% in size
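Rat TrxR1, dispensed at 90 nM, was prereduced with 400 uM NADPH (final) for 5 min at ~22 deg C, then incubated with compound 15 min before 400 uM selenite. A first-read NADPH fluorescence drop versus no-compound background flagged substrates.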
RGS4 inh – blocks human RGS4-accelerated GTP hydrolysis. P49798. Transcreener GDP fluorescence polarization, RGS4-accelerated GTP hydrolysis. Potency, µM (doses to about 114 µM), for the others: at the top dose activity change, negative = inhibition, most hits filed as inhibitors. 390,000 compounds, 0.039% hits; note: % is set by controls: 0 for no effect and ±100 for the full control effect; nearly all actives have a fitted effect of over 75% in size; some results filed as inactive show a strong effect at the top dose
Target sequence (P49798 whole entry, looked up): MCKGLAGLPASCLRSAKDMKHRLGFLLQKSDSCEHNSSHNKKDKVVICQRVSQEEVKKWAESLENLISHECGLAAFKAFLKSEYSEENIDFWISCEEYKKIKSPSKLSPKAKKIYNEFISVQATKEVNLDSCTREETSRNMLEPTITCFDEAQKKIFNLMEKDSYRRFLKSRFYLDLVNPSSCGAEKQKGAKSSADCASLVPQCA
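MLSMR compounds (23 nl, pin-transferred) preincubated 10 min at room temperature with a 500nM (2x) first reagent, then RGS4 at 900nM (2x) plus Transcreener GDP mix added; fluorescence polarization (620/688 nm) read before and after 90 min at 30 °C.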
Vif-APOBEC3F blk – Vif-A3F binding inhibition | Potency, µM (series often up to 46.1 µM), without a hit: top-dose activity, negative = active | 390,000 compounds, 0.2% hits | HeLa A3F-eYFP + Vif (tagged APOBEC3F with the HIV-1 protein that degrades it), YFP fluorescence increase | AID 602313; note: % of control where 0% means no effect; nearly all actives have a fitted effect of over 65% in size
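HeLa cells stably expressing Vif plus C-terminally eYFP-tagged A3F were seeded, incubated overnight at 37 deg C, dosed with compound, incubated overnight again at 37 deg C. Yellow fluorescence (Ex 488/Em 500-530) reported blocked Vif-mediated A3F-eYFP degradation.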
RXFP1 ag – agonists of human relaxin receptor RXFP1; HEK293T-RXFP1 cAMP TR-FRET, 30 min; response scale: percent of porcine relaxin response, buffer zero; Potency, µM (titrated, usually from 57.5 µM), inactives show top-dose activation, most hits filed as activators; 370,000 compounds, 0.3% hits; Q9HBX9; note: % is set by controls: 0 for no effect and ±100 for the full control effect; nearly all actives have a fitted effect of over 60% in size; many of its hits are not listed in these tables
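HEK293 cells stably expressing RXFP1, treated 30 min at 37C with compounds plus PDE4 inhibitor Ro 20174; cAMP measured by HTRF TR-FRET. Normalized to buffer and 29 nM porcine relaxin; EC50 by Hill fit.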
Active calls of the source: *; ? = inconclusive; . = no result given; & = joins results of further samples; [ ] = remark or other dose. Calls come from the whole dose curve; as a rule, active = well fitted curve in the direction sought with a large enough effect; inconclusive = small, poorly fitted or top-dose-only effect, or another doubt; inactive = no such curve, though single readings can be large; an effect the other way counts as inactive or inconclusive. Potency is the fitted concentration of half-maximal effect.

SMILES	Vif-A3G inh	12-LOX inh	TrxR1 inh	mIDH1 inhibitor	USP1-UAF1 inh	TrxR1 substrate	RGS4 inh	Vif-APOBEC3F blk	RXFP1 ag
O=C(CSc1nc(-c2ccco2)cc(C(F)(F)F)n1)N1CCN(Cc2ccccc2)CC1	-1.1%	?	-8.1%	10.4%	?	-5.1%	7.3%	-3.1%	2.3%
Cc1nc2ccc(C(=O)NCc3ccc4c(c3)OCO4)cc2s1	-1.2%	-23.2%	22.6%	24.6%	-11.3%	-4.5%[57.1 µM]	1.7%	-1.6%	2.0%
CCOc1ccccc1N(C)C(=O)C1CCCN(c2ncnc3onc(-c4ccc(F)cc4)c23)C1 (stereo not drawn)	-4.8%	0.5%	13.4%	-5.5%	1.9%	0.3%	-2.1%	0.9%	-1.1%
CCC(C)NCCCCOc1ccc(C)cc1[N+](=O)[O-] (stereo not drawn)	4.2%	?	11.3%	3.6%	-1.6%	4.1%	2.5%	-9.6%	1.4%
COc1ccccc1NS(=O)(=O)c1cc(Cl)ccc1OC	1.3%	0.0%	-9.8%	-1.5%	1.1%	-5.9%	-23.5%	-13.1%	0.1%
Cc1ccc(N(C(=O)C2CCC(=O)N2)C2(C(=O)NC3CCCCC3)CCCCC2)cc1 (stereo not drawn)	0.5%	-16.8%	-14.0%	2.8%	-5.7%	-8.1%	-4.4%	4.4%	-2.1%
Cc1ccccc1N(CC(=O)NC1CCCC1)C(=O)CS(=O)CC(=O)Nc1ccc2c(c1)OCO2 (stereo not drawn)	-2.4%	0.0%	5.8%	8.4%	-10.9%	1.3%	-2.1%	6.6%	0.9%
CC(=O)N1CCn2c3c(c(=O)c4cc(C)ccc42)CCC31 (stereo not drawn)	0.0%	?	?	9.6%	31.6µM*	1.4%	-12.6%	-0.1%	-0.7%
Cc1cccc2nc(-c3cccc(NC(=O)Cc4ccccc4)c3)cn12	-1.1%	-5.9%	3.9%	0.7%	-23.5%	19.2%	10.3%	-0.2%	-0.1%
Cc1nc(SCC(=O)c2ccc(F)cc2)n[nH]1	-1.8%	-20.5%&0.0%	-9.2%	-1.1%	-25.3%	6.6%[0.457 µM]	?	-6.8%	-0.9%
CCOC(=O)c1c(CSC(=N)N)n(C)c2cc(Br)c(OC(C)=O)cc12	-12.1%	-9.4%	7.9%[11.4 µM]	?	?	2.5%[11.4 µM]	-14.6%	17.2%	-0.6%
CCOC(=O)n1c(=O)oc2cc(S(=O)(=O)N3CCOCC3)ccc21	1.1%	2.1%	3.8%	0.2%	2.0%	-4.8%	20.9%	-4.6%	0.7%
COc1ccccc1OCC(=O)OCC(=O)Nc1sccc1C(N)=O	-5.5%	6.0%	-11.8%	7.3%	-0.7%	-5.4%	-9.1%	-0.1%	-2.2%
COc1cc(/C=C2\CCc3c2nc2ccccc2c3C(=O)O)cc(OC)c1OC	0.8%	?	-26.6%	0.2%	-26.3%	-9.8%	0.6%	3.0%	?
COc1ccccc1CNC(=O)CCN=C1NS(=O)(=O)c2ccccc21	-1.0%	129.7%[activator]	27.2%	-5.6%	-20.0%	3.1%	10.4%	5.4%	0.1%
O=S(Cc1cc(Oc2ccccc2)nc(-c2ccccc2)n1)c1ccccc1 (stereo not drawn)	-0.3%	0.0%	7.0%[57.1 µM]	1.3%	-10.7%	-17.5%	5.5%[11.4 µM]	4.8%	-0.6%
COc1ccc(N2CCN(S(=O)(=O)c3ccc(CC(C)C)cc3)CC2)cc1	-2.7%	-20.5%	8.5%	-7.1%	-16.8%	-3.2%	-10.6%	-17.1%	4.0%
O=S(=O)(c1ccccc1)N1C2CCC1CC(O)(c1cccnc1)C2 (stereo not drawn)	2.9%	0.0%[57.4 µM]	22.3%	-1.0%	-2.7%	5.0%	18.7%	.	-1.6%
CCOC(=O)N/N=C\c1ccc(OC/C=C/c2ccccc2)cc1	2.0%	92.3%[activator]	9.9%	0.0%	-15.7%	-1.4%	7.3%	-13.2%	-2.1%
O=C(OCCNC(=O)c1cc2ccccc2oc1=O)c1cccnc1	3.3%	-23.8%	5.3%	4.0%	-14.3%	13.6%	-27.9%	1.4%	2.5%
CCC(C)(C)n1nnnc1C(C(C)C)N(CCN1CCOCC1)Cc1cc2cccc(C)c2[nH]c1=O (stereo not drawn)	2.6%	?	?	0.0%	-14.8%	5.2%	-13.7%	-11.0%	0.5%
CC(NC(C)c1ccccc1Cl)C(=O)Nc1cccc(S(=O)(=O)N2CCCCC2)c1 (stereo not drawn)	2.1%	122.8%[activator]	11.7%	6.7%	-19.0%	1.4%	-11.9%	-13.9%	0.6%
COc1cccc(NC(=O)CN(C)C(=O)c2cn(-c3ccccc3)nc2-c2cccs2)c1	-4.9%	-0.2%	20.8%	1.7%	-8.2%	-3.3%	-4.4%	-16.5%	-0.4%
COc1ccccc1C(=O)NCCC(=O)NNC(=O)Cn1ccc(C(F)(F)F)n1	0.8%	-2.3%	23.4%	-1.5%	-1.6%	3.8%	-0.2%	10.7%	-0.8%
Cc1nc(-c2ccc(F)cc2)c(CC(=O)N(C)CC(=O)Nc2ccccc2Cl)s1	0.7%	6.7%	-8.9%	1.9%	-3.8%	-13.7%	-1.6%	-16.1%	0.1%
Cc1nc2ccccc2c2c1C(=O)N(C(C)C)C2=O	2.2%	-3.8%	22.4%	-1.2%	7.5%	4.1%	-7.5%	-8.6%	-0.7%
Clc1ccc(Nc2nc(-c3cccs3)cs2)nc1	-18.6%	?	8.1%	3.4%	-22.2%	9.3%	-40.6%	-5.7%	0.4%
CCOC(=O)[C@H]1[C@H]2COc3ccc(OC)cc3[C@@H]2N2C(=O)CN(C)C(=O)[C@@]12C	-1.8%	-3.5%	9.4%[57.1 µM]	-13.5%	-27.7%	10.5%	4.3%	2.6%	2.5%
COc1ccc(Nc2cc(Nc3cc(OC)c(OC)c(OC)c3)ncn2)cc1	-4.3%	32.0%[activator]	15.7%[57.1 µM]	3.1%	-9.0%	-8.8%	10.8%	8.3%	0.0%
COc1ccccc1/C=C1\SC(=S)N(CCC(=O)NNC(=O)c2ccccc2OC)C1=O	-0.4%	-1.7%	-5.1%[57.1 µM]	21.3%	-6.1%	-1.6%[57.1 µM]	12.3%	-10.3%	-0.6%
CCOC(=O)c1scc(-c2ccc(C)cc2)c1S(=O)(=O)Nc1cc(Cl)ccc1OC	3.8%	-41.3%	32.9%[57.1 µM]	10.7%	-28.7%	7.5%[57.1 µM]	-34.8%	2.4%	0.8%
CC(C)(C)OC(=O)N1CCC(c2cc(-c3cccs3)n[nH]2)CC1	1.1%	464.5%[activator]	2.5%	-4.2%	-14.2%	-6.3%	15.1%	13.2%	-0.7%
CC(C)c1cc(CN2CCN(CCC#N)CC2)cc(C(C)C)c1O	2.1%	-13.0%	?	7.5%	-0.7%	-0.9%	-3.5%	-3.0%	-1.0%
O=C(O)c1nccnc1C(=O)NCc1csc2ccc(Cl)cc12	2.0%	?	4.3%	-0.6%	-18.9%	-7.1%	-3.8%	-3.6%	5.9%
CCOC(=O)CNC(=O)CCNS(=O)(=O)c1ccc2c(c1)c(=O)n(C)c(=O)n2C	1.1%	6.2%	28.9%	5.8%	?	10.2%	-1.3%	-3.7%	5.0%
C=CCOc1ccc(C2=NO[C@@H]3[C@@H]4C[C@@H]([C@H]5C(=O)N(C)C(=O)[C@@H]45)[C@H]23)cc1	1.8%	0.0%	9.1%	3.5%	-4.7%	-0.5%	22.6%	1.2%	1.4%
Cc1ccc(C2C(=O)c3ccccc3C2=O)cc1	0.0%	-18.6%	19.9%[57.1 µM]	3.0%	-13.6%	12.9%[57.1 µM]	12.7%	-3.2%	4.1%
CC(=O)c1ccc(NC(=O)C2CC2c2ccccc2)cc1 (stereo not drawn)	-4.2%	221.7%[activator]	0.5%[57.1 µM]	-0.1%	-6.1%	6.3%[57.1 µM]	-1.8%	0.7%	.
COc1ccc(OC)c(S(=O)(=O)Nc2ccccc2O)c1	-3.3%	5.4%	-5.2%[57.1 µM]	0.6%	5.6%	4.1%[57.1 µM]	10.8%	4.3%	.

In another format: entries from further up
COc1ccccc1C(=O)NCCC(=O)NNC(=O)Cn1ccc(C(F)(F)F)n1
  Vif-A3G inh: 0.8%
  12-LOX inh: -2.3%
  TrxR1 inh: 23.4%
  mIDH1 inhibitor: -1.5%
  USP1-UAF1 inh: -1.6%
  TrxR1 substrate: 3.8%
  RGS4 inh: -0.2%
  Vif-APOBEC3F blk: 10.7%
  RXFP1 ag: -0.8%
Cc1nc(-c2ccc(F)cc2)c(CC(=O)N(C)CC(=O)Nc2ccccc2Cl)s1
  Vif-A3G inh: 0.7%
  12-LOX inh: 6.7%
  TrxR1 inh: -8.9%
  mIDH1 inhibitor: 1.9%
  USP1-UAF1 inh: -3.8%
  TrxR1 substrate: -13.7%
  RGS4 inh: -1.6%
  Vif-APOBEC3F blk: -16.1%
  RXFP1 ag: 0.1%
Cc1nc2ccccc2c2c1C(=O)N(C(C)C)C2=O
  Vif-A3G inh: 2.2%
  12-LOX inh: -3.8%
  TrxR1 inh: 22.4%
  mIDH1 inhibitor: -1.2%
  USP1-UAF1 inh: 7.5%
  TrxR1 substrate: 4.1%
  RGS4 inh: -7.5%
  Vif-APOBEC3F blk: -8.6%
  RXFP1 ag: -0.7%

These rows are one share of the data, so the mix of outcomes need not match the whole.
